CHT PAM: CHT positive allosteric modulators, primary screen, cell-based, membrane potential dye, choline EC20 | High affinity choline transporter 1 (Homo sapiens), Q9GZV3 | CHT-expressing cells; stronger effect = higher value; LV-AA mutant CHT in HEK293 cells | B-score at 10 µM | actives 0.49% (n = 310,000) | AID 488977, 2010;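 active = initial fluorescence not abnormally high and integrated response B-score, plate-corrected, over 3 SD above library mean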
Target sequence (Q9GZV3 whole entry, looked up): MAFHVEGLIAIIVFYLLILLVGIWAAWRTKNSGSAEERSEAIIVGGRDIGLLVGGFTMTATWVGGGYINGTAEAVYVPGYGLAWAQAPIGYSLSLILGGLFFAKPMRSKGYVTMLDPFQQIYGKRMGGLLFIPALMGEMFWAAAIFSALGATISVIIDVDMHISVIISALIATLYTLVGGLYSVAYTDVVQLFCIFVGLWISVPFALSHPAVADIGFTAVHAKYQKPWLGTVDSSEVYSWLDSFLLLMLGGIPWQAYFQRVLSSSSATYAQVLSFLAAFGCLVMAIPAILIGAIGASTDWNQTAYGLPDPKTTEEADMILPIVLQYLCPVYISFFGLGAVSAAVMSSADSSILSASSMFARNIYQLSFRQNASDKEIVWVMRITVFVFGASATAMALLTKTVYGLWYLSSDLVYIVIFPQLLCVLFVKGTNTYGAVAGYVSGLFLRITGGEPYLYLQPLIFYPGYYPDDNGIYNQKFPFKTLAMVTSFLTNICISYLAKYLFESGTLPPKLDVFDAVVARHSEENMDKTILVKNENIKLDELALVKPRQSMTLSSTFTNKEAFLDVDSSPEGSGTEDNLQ
CHT block: inhibitors of human choline transporter CHT. High affinity choline transporter 1 (Homo sapiens), Q9GZV3. CHT-expressing cells, membrane potential dye, choline response; stronger effect = lower value. B-score at 10 µM. actives 0.86% (n = 310,000). AID 488975, 2010;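 active = B-score over 3 SD under the library average, and starting fluorescence ratio not unusually high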;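 also: choline stimulus applied at its EC90 after an EC20 pre-addition; B-score computed on integrated fluorescence ratio after choline addition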
STK33 kinase inh: inhibitors of purified STK33 kinase, primary screen, biochemical, ADP-Glo luminescence, homogeneous, cell-free. MBP phosphorylation. actives 0.073% (n = 320,000). inhibition, % at 10 µM. Serine/threonine-protein kinase 33 (Homo sapiens), Q9BYT3;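 active = inhibition at or above 25%, using the most active replicate where run in duplicate; inactive = inhibition below 25%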
Target sequence (Q9BYT3 whole entry, looked up): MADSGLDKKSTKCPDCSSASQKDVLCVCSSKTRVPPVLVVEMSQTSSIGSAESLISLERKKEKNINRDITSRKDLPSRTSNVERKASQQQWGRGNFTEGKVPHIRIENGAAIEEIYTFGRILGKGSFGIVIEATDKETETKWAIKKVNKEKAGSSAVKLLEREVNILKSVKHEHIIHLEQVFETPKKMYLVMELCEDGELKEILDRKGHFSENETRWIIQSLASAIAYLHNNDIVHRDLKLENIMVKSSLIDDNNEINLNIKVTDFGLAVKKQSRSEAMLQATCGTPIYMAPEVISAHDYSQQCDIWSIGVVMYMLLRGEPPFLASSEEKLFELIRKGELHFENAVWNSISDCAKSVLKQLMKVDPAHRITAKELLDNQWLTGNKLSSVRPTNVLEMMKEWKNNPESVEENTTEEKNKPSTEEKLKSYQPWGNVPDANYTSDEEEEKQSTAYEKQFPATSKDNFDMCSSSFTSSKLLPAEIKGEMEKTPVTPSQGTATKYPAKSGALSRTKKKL
The depositor's hits bear a star.

What do the screens show for `CC(C)C[C@H](NC(=O)c1[nH]cnc1C(=O)Nc1ccc(CNC(=O)OC(C)(C)C)cc1)C(=O)OCc1ccccc1`?
CHT PAM: inactive; CHT block: inactive; STK33 kinase inh: -1.9

What do the screens show for `CC(C)Cc1nc2n[nH]c(N)c2c2c1CCCC2`?
CHT PAM: inactive; CHT block: inactive; STK33 kinase inh: 0.6

How did COCCn1c(Cc2ccccc2)nnc1SCC(=O)NC1CCCCC1 do in these assays?
CHT PAM: inactive; CHT block: inactive; STK33 kinase inh: -0.5

Results for Cc1ccc(/C(N)=N/OC(=O)c2ccc3c(c2)OCO3)cc1 ?
CHT PAM: inactive; CHT block: inactive; STK33 kinase inh: -1.4

How did COCCCN=C(c1ccco1)n1c(=S)nc(-c2ccco2)n(CCCOC)c1=S do in these assays?
CHT PAM: inactive; CHT block: inactive; STK33 kinase inh: -0.1

What do the screens show for `COc1ccc(N2CCN(C(c3cc(OC)ccc3OC)c3nnnn3Cc3ccco3)CC2)cc1` (stereo not given)?
CHT PAM: 7.4*; CHT block: inactive; STK33 kinase inh: 2.0

What do the screens show for `CCOc1ccccc1NC(=O)CN1C(=O)CSC(C)C1=O` (stereo not given)?
CHT PAM: inactive; CHT block: inactive

Results for Cc1ccc(C(=O)N2CCSCC2)cc1 ?
CHT PAM: inactive; CHT block: inactive; STK33 kinase inh: -0.2

What do the screens show for `CCCCn1c(CCC(=O)O)nc2cc(S(=O)(=O)N(C)C)ccc21`?
CHT PAM: inactive; CHT block: inactive; STK33 kinase inh: -0.8

What do the screens show for `CCOC(=O)C1=C(C)NC(=O)NC1`?
CHT PAM: inactive; CHT block: inactive; STK33 kinase inh: -0.3

Results for O=C(CC(C(=O)O)c1ccc(F)cc1)c1ccc(Cl)cc1 (stereo not given) ?
CHT PAM: inactive; CHT block: inactive; STK33 kinase inh: -0.9

How did CCOC(=O)Cn1c(=O)oc2cc(S(=O)(=O)N3CCCC(C(=O)OCC)C3)ccc21 (stereo not given) do in these assays?
CHT PAM: inactive; CHT block: inactive; STK33 kinase inh: -0.7

What do the screens show for `COC(=O)c1ccc(-c2noc(CN(C)CC3CCCCO3)n2)cc1` (stereo not given)?
CHT PAM: inactive; CHT block: inactive; STK33 kinase inh: -0.9

What do the screens show for `CCCCC1C2C(=O)N(c3ccc(C)cc3)C(=O)C2ON1c1ccccc1` (stereo not given)?
CHT PAM: inactive; CHT block: inactive; STK33 kinase inh: -0.4

How did Cc1cc(C)nc(Sc2ncnc(N)c2[N+](=O)[O-])n1 do in these assays?
CHT PAM: inactive; CHT block: inactive; STK33 kinase inh: -0.3

Results for CCOC(=O)c1c(NC(=O)CSc2nnc(CNc3ccc(F)cc3)o2)sc(C)c1C ?
CHT PAM: inactive; CHT block: inactive; STK33 kinase inh: -1.3

Results for O=C(CN1CCN(c2ncccn2)CC1)Nc1ccccc1C(F)(F)F ?
CHT PAM: inactive; CHT block: inactive; STK33 kinase inh: -1.1

What do the screens show for `Cc1cc(C)c(S(=O)(=O)NCCc2ccccc2)c(C)c1`?
CHT PAM: inactive; CHT block: inactive; STK33 kinase inh: 1.7

What do the screens show for `O=C1NC(=S)N/C1=C/c1cc([N+](=O)[O-])ccc1O`?
CHT PAM: inactive; CHT block: inactive; STK33 kinase inh: 0.4

Results for O=C(Cc1ccccc1)N1CCNCC1 ?
CHT PAM: inactive; CHT block: inactive; STK33 kinase inh: -0.2

How did COc1cccc(/C=N/NC(=O)c2ccccc2)c1OS(=O)(=O)c1ccccc1 do in these assays?
CHT PAM: inactive; CHT block: inactive; STK33 kinase inh: -0.7

What do the screens show for `Cc1cccc(C(=O)NCC(=O)OC(C)C(=O)Nc2ccc(Cl)cn2)c1` (stereo not given)?
CHT PAM: inactive; CHT block: inactive; STK33 kinase inh: 0.2

What do the screens show for `CCOc1ccc(NC(=O)COc2ccc3c(c2)OCO3)cc1`?
CHT PAM: inactive; CHT block: inactive; STK33 kinase inh: -0.6

How did Cc1cc(C(=O)N/N=C/c2ccc([N+](=O)[O-])s2)c2ccccc2n1 do in these assays?
CHT PAM: inactive; CHT block: inactive; STK33 kinase inh: 0.0

How did CSc1ccccc1NC(=O)c1cnc2sc(C)cn2c1=O do in these assays?
CHT PAM: inactive; CHT block: inactive; STK33 kinase inh: -1.9

Results for Cc1ccc(O)c(/C=N/NC(=O)c2[nH]ncc2Br)c1 ?
CHT PAM: inactive; CHT block: inactive; STK33 kinase inh: 1.4

What do the screens show for `C[n+]1cccc(C(=O)N/N=C/c2ccc3c(c2)OCO3)c1`?
CHT PAM: inactive; CHT block: inactive; STK33 kinase inh: -1.9

What do the screens show for `CN1CCN(C(=O)c2cccn(Cc3cccc(Cl)c3)c2=O)CC1`?
CHT PAM: inactive; CHT block: inactive; STK33 kinase inh: -0.4

Results for CCOC(=O)Cc1csc(NC(=O)CCSc2ccccc2)n1 ?
CHT PAM: inactive; CHT block: inactive; STK33 kinase inh: -0.9

How did O=C(COC(=O)/C=C/c1ccc(OC(F)F)cc1)NC1CCCCC1 do in these assays?
CHT PAM: inactive; CHT block: inactive; STK33 kinase inh: 0.1

What do the screens show for `COC(=O)c1cc(=O)n(Cc2cccs2)c(=Nc2ccc(F)cc2)s1`?
CHT PAM: inactive; CHT block: inactive; STK33 kinase inh: -0.7

What do the screens show for `CCCC(C)NC(=O)C1CC(=O)N(CCc2ccc(F)cc2)C1` (stereo not given)?
CHT PAM: inactive; CHT block: inactive; STK33 kinase inh: 1.3

Results for Cc1nc2ccc(S(=O)(=O)NCC(=O)N3CCC(N4CCCCC4)CC3)cc2s1 ?
CHT PAM: inactive; CHT block: inactive; STK33 kinase inh: -0.3

Results for COc1ccc(NC(=O)N2CCN(S(C)(=O)=O)CC2)cc1 ?
CHT PAM: inactive; CHT block: inactive; STK33 kinase inh: -2.2

Results for Cc1ccsc1CNC1C2CC3CC(C2)CC1C3 (stereo not given) ?
CHT PAM: inactive; CHT block: inactive; STK33 kinase inh: -0.7

How did O=C(CCCN1C(=O)/C(=C/c2ccccc2Cl)SC1=S)NNC(=O)c1ccncc1 do in these assays?
CHT PAM: inactive; CHT block: inactive; STK33 kinase inh: -1.4

Some of these compounds in order of length of the SMILES, descending:
How did O=C(CCCN1C(=O)/C(=C/c2ccccc2Cl)SC1=S)NNC(=O)c1ccncc1 do in these assays?
CHT PAM: inactive; CHT block: inactive; STK33 kinase inh: -1.4

What do the screens show for `C[n+]1cccc(C(=O)N/N=C/c2ccc3c(c2)OCO3)c1`?
CHT PAM: inactive; CHT block: inactive; STK33 kinase inh: -1.9

How did CSc1ccccc1NC(=O)c1cnc2sc(C)cn2c1=O do in these assays?
CHT PAM: inactive; CHT block: inactive; STK33 kinase inh: -1.9

Grouped by structure: those above with a COOH group.
What do the screens show for `CCCCn1c(CCC(=O)O)nc2cc(S(=O)(=O)N(C)C)ccc21`?
CHT PAM: inactive; CHT block: inactive; STK33 kinase inh: -0.8

Results for O=C(CC(C(=O)O)c1ccc(F)cc1)c1ccc(Cl)cc1 (stereo not given) ?
CHT PAM: inactive; CHT block: inactive; STK33 kinase inh: -0.9

(listing goes on)
How did C/C(=N\NC(=O)c1ccc(CSc2nncn2C)cc1)c1ccc(C#N)cc1 do in these assays?
CHT PAM: inactive; CHT block: inactive; STK33 kinase inh: 0.0

How did COc1ccccc1C1C(C(=O)c2ccc(C)o2)=C(O)C(=O)N1c1cc(C)on1 (stereo not given) do in these assays?
CHT PAM: inactive; CHT block: inactive; STK33 kinase inh: -0.3

What do the screens show for `COc1ccc(CC(=O)NCC(=O)N/N=C/c2cc(Br)ccc2OC)cc1`?
CHT PAM: inactive; CHT block: inactive; STK33 kinase inh: 0.4

Results for COc1cccc(C(C(=O)NC(C)(C)C)N(Cc2ccc(F)cc2)C(=O)CCC(=O)Nc2cc(C)on2)c1OC (stereo not given) ?
CHT PAM: inactive; CHT block: inactive; STK33 kinase inh: -1.6

How did O=C(O)c1ccc(NS(=O)(=O)c2cccc(C(=O)Nc3ccc([N+](=O)[O-])cc3)c2)cc1 do in these assays?
CHT PAM: inactive; CHT block: inactive; STK33 kinase inh: -1.7

How did C(=N\n1cnnc1)/C1CCCCC1 do in these assays?
CHT PAM: inactive; CHT block: inactive; STK33 kinase inh: -1.4

How did CC1(C)Cc2c(C#N)c(SCC(=O)c3ccccc3)nc(N3CCOCC3)c2CS1 do in these assays?
CHT PAM: inactive; CHT block: inactive; STK33 kinase inh: -3.9

What do the screens show for `Cc1[nH]c2ccccc2c1C(=O)CN1CCN(c2ccc(Cl)cc2)CC1`?
CHT PAM: inactive; CHT block: inactive; STK33 kinase inh: 0.4

Results for COc1ccc(-c2c(C)[nH]n3c(=O)c(Cc4ccccc4)c(C)nc23)cc1OC ?
CHT PAM: inactive; CHT block: inactive; STK33 kinase inh: 0.4

How did Cc1cc(C)n(CC(=O)O)c(=O)c1[N+](=O)[O-] do in these assays?
CHT PAM: inactive; CHT block: inactive; STK33 kinase inh: 0.4

How did Cc1cccc2c(C(=O)n3cccn3)cc(-c3ccccc3Cl)nc12 do in these assays?
CHT PAM: inactive; CHT block: inactive; STK33 kinase inh: -2.0

How did CC(C)(C)Nc1nc(N)nc(Cl)n1 do in these assays?
CHT PAM: inactive; CHT block: inactive; STK33 kinase inh: -0.8

How did S=C1NC[C@H](CC2CCCCC2)N1CCCCC1CCCCC1 do in these assays?
CHT PAM: inactive; CHT block: inactive; STK33 kinase inh: -0.3

What do the screens show for `COc1ccc(N(C(=O)c2cccc(OC)c2OC)C2C=CS(=O)(=O)C2)c(OC)c1` (stereo not given)?
CHT PAM: inactive; CHT block: inactive; STK33 kinase inh: 0.0

What do the screens show for `COc1ccc(CNC(=O)c2cc(=O)c3ccccc3o2)cc1`?
CHT PAM: inactive; CHT block: inactive; STK33 kinase inh: 1.1

How did CCOC(=O)CNC(=O)CSc1nnc(-c2ccccc2)c(-c2ccccc2)n1 do in these assays?
CHT PAM: inactive; CHT block: inactive; STK33 kinase inh: -0.8

How did O=C(Cc1ccccc1)N1N=C(c2ccncc2)CC1(O)C(F)(F)F (stereo not given) do in these assays?
CHT PAM: inactive; CHT block: inactive; STK33 kinase inh: -0.5

How did COc1ccc(OC)c(NC(=O)c2cc(S(=O)(=O)N3CCCC3)cn2C)c1 do in these assays?
CHT PAM: inactive; CHT block: inactive; STK33 kinase inh: -0.2

How did Cc1onc(-c2ccccc2)c1C(=O)N1CCOCC1 do in these assays?
CHT PAM: inactive; CHT block: inactive; STK33 kinase inh: 1.6

What do the screens show for `Cc1cc(NC(=O)CSc2nnnn2-c2ccc(C(C)C)cc2)no1`?
CHT PAM: inactive; CHT block: inactive; STK33 kinase inh: -0.8

Results for O=C(CCN1C(=O)c2ccccc2S1(=O)=O)Nc1cccc2ccccc12 ?
CHT PAM: inactive; CHT block: inactive; STK33 kinase inh: -1.1

Results for O=C(CCN1CCOCC1)Nc1ccc(Cl)cc1 ?
CHT PAM: inactive; CHT block: inactive; STK33 kinase inh: -1.0

Results for CCNC(=O)c1c(C)[nH]c(C(=O)OCC)c1C ?
CHT PAM: inactive; CHT block: inactive; STK33 kinase inh: 0.6

How did FC(F)(F)c1ccc(NC(=S)NC2CCCCC2)cc1 do in these assays?
CHT PAM: inactive; CHT block: inactive; STK33 kinase inh: -0.9

How did COc1ccc(NC(=O)CC2C(=O)N(c3ccc(Cl)cc3)C(=S)N2NC(=O)c2cccc(F)c2)cc1 (stereo not given) do in these assays?
CHT PAM: inactive; CHT block: inactive; STK33 kinase inh: -0.1

How did O=C(Cc1ccc(S(=O)(=O)N2CCOCC2)s1)Nc1nc2c(s1)CCCC2 do in these assays?
CHT PAM: inactive; CHT block: inactive; STK33 kinase inh: 0.9

How did CCOc1ccc(OCCn2c(=S)[nH]c3c(N)ncnc32)cc1 do in these assays?
CHT PAM: inactive; CHT block: inactive; STK33 kinase inh: 0.1

What do the screens show for `C/C(=N\NC(=O)c1cccnc1)c1ccc(Br)cc1`?
CHT PAM: inactive; CHT block: inactive; STK33 kinase inh: -1.4

How did O=c1cnnc(NCc2ccccc2)[nH]1 do in these assays?
CHT PAM: inactive; CHT block: inactive; STK33 kinase inh: -0.1

What do the screens show for `COc1cccc2c(=O)cc(C)n(CC(=O)Nc3cccc(C)c3)c12`?
CHT PAM: inactive; CHT block: inactive; STK33 kinase inh: -0.2

Results for c1ccc(Oc2c3ccccc3nc3ccccc23)cc1 ?
CHT PAM: inactive; CHT block: inactive; STK33 kinase inh: 0.3

How did N#Cc1ccccc1CN1C(=O)S/C(=C/c2cccn2-c2cccc(C(=O)O)c2)C1=O do in these assays?
CHT PAM: inactive; CHT block: inactive; STK33 kinase inh: 6.3

Results for CC(=O)C1=C(O)C(=O)N(CCC(=O)O)C1c1ccccc1Cl (stereo not given) ?
CHT PAM: inactive; CHT block: inactive; STK33 kinase inh: -0.8

What do the screens show for `O=C(NNC(=O)c1cccs1)c1ccc(Cl)cc1`?
CHT PAM: inactive; CHT block: inactive; STK33 kinase inh: 0.3

How did Cn1ccnc1SC(C(=O)O)c1ccccc1 (stereo not given) do in these assays?
CHT PAM: inactive; CHT block: inactive; STK33 kinase inh: 0.4

What do the screens show for `Cc1ccc(NC(=O)Cn2c(=O)n(Cc3ccco3)c(=O)c3ccccc32)c(C)c1`?
CHT PAM: inactive; CHT block: inactive; STK33 kinase inh: 3.7

How did CC1CN(c2nc3ccccc3nc2SCC(=O)Nc2ccc(F)cc2)CC(C)O1 (stereo not given) do in these assays?
CHT PAM: inactive; CHT block: inactive; STK33 kinase inh: 0.8

Bioassay records deposited in PubChem BioAssay by several laboratories.
